# High-throughput results: PubChem BioAssay, several laboratories
# PRMT1 FP inh – blocks human protein arginine methyltransferase 1. Q99873. hit rate 1.3% among 370,000. recombinant PRMT1, activity-based probe fluorescence polarization. inhibition, % at 2.79 µM. AID 652257;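 active = inhibition above about 21% made by adding two undisclosed values, limit read from the data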
# HTRA1 inh – blocks human HTRA1 serine peptidase; Q92743; recombinant HTRA1, FP-rhodamine activity-based probe, fluorescence polarization; inhibition, % at 5.96 µM; hit rate 0.5% among 340,000; AID 504803; in the data active = inhibition above about 36%;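 note: 0% = enzyme with DMSO and 100% = wells lacking enzyme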
# Target sequence (Q92743 whole entry, looked up): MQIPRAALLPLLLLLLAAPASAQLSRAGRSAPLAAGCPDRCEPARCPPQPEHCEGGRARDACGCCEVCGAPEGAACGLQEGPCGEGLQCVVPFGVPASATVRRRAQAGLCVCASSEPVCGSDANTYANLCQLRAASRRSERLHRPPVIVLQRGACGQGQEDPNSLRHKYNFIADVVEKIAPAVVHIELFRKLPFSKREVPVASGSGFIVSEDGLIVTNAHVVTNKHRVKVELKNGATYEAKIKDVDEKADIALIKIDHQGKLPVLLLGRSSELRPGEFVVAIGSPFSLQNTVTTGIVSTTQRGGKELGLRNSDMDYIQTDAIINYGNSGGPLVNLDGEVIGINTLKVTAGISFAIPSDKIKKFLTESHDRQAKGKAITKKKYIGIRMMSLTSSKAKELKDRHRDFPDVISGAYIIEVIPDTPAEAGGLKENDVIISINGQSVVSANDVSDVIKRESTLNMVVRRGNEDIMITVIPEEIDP
# LEDGF integ inh – blocks HIV-1 LEDGF/p75-dependent DNA integration; TR-FRET IN-LEDGF/p75 DNA integration, Eu/Cy5; hit rate 0.64% among 370,000; AID 743269; inhibition, % at 3.7 µM;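 active = inhibition above the screen-wide mean plus 3 SD, cut at about 13% in these data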;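 note: signal is the Cy5 over europium emission ratio at 671 and 618 nm; 0% = plate median of compound wells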
# ABHD4 inh – inhibitors of mouse ABHD4 | purified mABHD4, FP-Rh probe fluorescence polarization | inhibition, % at 8.92 µM | hit rate 0.54% among 370,000 | Q8VD66;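 active = inhibition exceeding the mean over every tested compound plus 3 SD, cut at about 30% in these data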;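 note: 0% = plate median of compound wells and 100% = S159A mutant with DMSO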
#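 Material: mouse ABHD4 enzyme, wild type; Benchmarks: S159A mutant high control, sample median low control; Buffer or medium: HEPES pH 7.0, NaCl, Pluronic buffer; Signal: fluorescence polarization; Read-out: percent inhibition of probe binding, normalized to plate controls; Timing: pre-incubation 45 min, probe exposure 60 min, at 25 °C; Dosing: 8.92 µM, single dose.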
# PG9 binder – PG9 antibody binding by small molecule; hit rate 0.43% among 360,000; AID 624416; TR-FRET gp120-PG9 antibody binding; inhibition, % at 6.7 µM; in the data active = inhibition above about 8.5%
# NR1D1 modulator – modulates human Rev-erb alpha binding to DNA; P20393; hit rate 0.79% among 370,000; activity, % at 10 µM; Rev-erbα–FITC-DNA binding, fluorescence polarization, 90 min;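 active = activity above about 14%, limit read from the data; passing the limit was not always enough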;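 note: 0% = DMSO wells with 35 nM protein and 100% = DMSO wells with 750 nM protein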
# rCAG RNA binder – binds r(CAG) RNA repeats; r(CAG) RNA repeat, TO-PRO-1 dye displacement fluorescence; inhibition, % at 3 µM; hit rate 1.3% among 370,000; AID 651821;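 active = inhibition above the plate cutoff, the mean of all test compounds on that plate plus 3 SD, cut at about 35% in these data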;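 note: 0% = DMSO alone and 100% = 100 µM mitoxantrone as full dye displacement; higher means more dye released from RNA so lower well fluorescence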
# TCR CD3 inh – inhibitors of human TCR-CD3 interaction | hit rate 0.37% among 360,000 | TAMRA-labeled TCR probe fluorescence, biochemical | inhibition, % at 9.4 µM | AID 651800; in the data active = inhibition above about 19%;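 note: recombinant mutant TCR 2C K166C tagged with TAMRA read by polarization; 0% = receptor in buffer alone and 100% = receptor with positive control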
# MBD2 DNA inh – MBD2-methylated oligo binding inhibition. TR-FRET, MBD2 binding to methylated oligonucleotide. Q9UBB5. AID 686964. hit rate 0.31% among 370,000. inhibition, % at 4.4 µM; in the data active = inhibition above about 13%
# Target sequence (Q9UBB5 whole entry, looked up): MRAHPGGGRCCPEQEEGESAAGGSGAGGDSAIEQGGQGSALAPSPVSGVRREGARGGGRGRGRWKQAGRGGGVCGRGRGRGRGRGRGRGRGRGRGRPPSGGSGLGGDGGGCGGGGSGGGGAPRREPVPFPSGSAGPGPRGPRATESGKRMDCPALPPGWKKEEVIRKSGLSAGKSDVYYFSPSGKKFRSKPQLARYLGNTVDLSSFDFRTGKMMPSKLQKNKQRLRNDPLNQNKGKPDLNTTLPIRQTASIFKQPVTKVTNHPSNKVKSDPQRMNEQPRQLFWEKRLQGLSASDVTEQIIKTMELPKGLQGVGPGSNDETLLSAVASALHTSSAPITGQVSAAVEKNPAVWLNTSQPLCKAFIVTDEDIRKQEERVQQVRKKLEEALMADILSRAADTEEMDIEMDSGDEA
# UHRF1 MBD2 ctr – blocks human UHRF1 binding to methylated DNA. Q96T88. UHRF1 binding to methylated oligo, TR-FRET. inhibition, % at 4.4 µM. hit rate 0.75% among 370,000. AID 687016; in the data active = inhibition above about 21%;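 note: UHRF1 SRA domain binding a hemimethylated CpG hairpin DNA probe; 0% = median of test compound wells and 100% = reference inhibitor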
# * = called active by the depositor. An excerpt (hit frequency here may not be typical).
no. | SMILES | PRMT1 FP inh | HTRA1 inh | LEDGF integ inh | ABHD4 inh | PG9 binder
1 | Cn1c(N)c(C(=O)COC(=O)c2ccc(Cl)c(S(=O)(=O)N3CCCCC3)c2)c(=O)n(C)c1=O | -3 | 3 | 2 | 0 | 0.3
2 | O=S(=O)(c1cccc2nsnc12)N1CCc2ccccc21 | -4 | -1 | 3 | -1 | -2.7
3 | Nc1cccc2cnccc12 | 4 | 1 | 5 | 3 | -2.9
4 | Cc1nnnn1/C(=C\c1ccccc1)C(=O)OCC(=O)NC(C)(C)C | 4 | 0 | -1 | 5 | -2.0
5 | CC(=O)C1=C(O)C(=O)N(Cc2ccccc2)C1c1ccc(Br)cc1 (stereo not drawn) | -2 | 3 | -1 | 4 | 1.4
6 | COc1ccc(CCNC(=O)C2CCCN2C(=O)Nc2cccc(OC)c2)cc1 (stereo not drawn) | -1 | 2 | -1 | -1 | -1.7
7 | CCOc1ccc2c(c1)OC1(CCC(C)C1)CC2=O (stereo not drawn) | -1 | -3 | 1 | 1 | -1.0
8 | CCCn1c(=O)c2sccc2n2c(CCCC(=O)NCc3ccco3)nnc12 | 7 | 9 | 6 | 4 | -0.8
9 | COC(=O)C1=C(C(=O)OC)[C@@H]2N(Cc3ccccc3)c3ccccc3[C@@]23C[C@@H](C(=O)OC)N(C(=O)c2cc(C)oc2C)C3=N1 | -1 | -10 | 1 | -9 | -2.0
10 | CCOC(=O)C1=CN2CCC[C@H]2CC1=O | 0 | 2 | 1 | 0 | -1.2

no. | NR1D1 modulator | rCAG RNA binder | TCR CD3 inh | MBD2 DNA inh | UHRF1 MBD2 ctr
1 | 0 | 3 | 4 | -1 | 18
2 | 4 | -2 | 3 | -4 | -3
3 | -10 | 0 | -2 | -4 | 3
4 | 0 | 21 | -6 | 3 | 1
5 | -9 | 7 | 3 | -3 | -3
6 | -2 | -5 | -2 | 1 | -3
7 | -2 | -7 | 5 | 0 | 0
8 | -8 | 2 | 3 | 2 | 4
9 | 0 | 9 | 2 | 0 | 3
10 | -5 | -1 | 1 | 0 | 0

# Further structures
no. | SMILES | PRMT1 FP inh | HTRA1 inh | LEDGF integ inh | ABHD4 inh | PG9 binder
11 | O=C(Nc1ccc2nc(-c3ccccn3)[nH]c2c1)C1CCCCC1 | -2 | 14 | -2 | 1 | 0.0
12 | CC(C)NC(=S)N(CCc1ccncc1)C(C)C | -3 | 4 | 0 | -5 | 1.1
13 | COc1ccc(C(=O)CSc2nnc(CN3CCCC3)n2-c2ccc(F)cc2)c(OC)c1 | 1 | -10 | 3 | 3 | -3.8
14 | CCc1ccc(N(CC)C(=O)c2ccc3c(Cl)c4c(nc3c2)CCC4)cc1 | 0 | -52 | 1 | -4 | -1.7
15 | CCOC(=O)CNC(=O)CSc1nnc(-c2c[nH]c3ccccc23)n1CC | 4 | -7 | -2 | -11 | 0.1
16 | O=C(c1ccc2nc(N3CCOCC3)sc2c1)N1CCN(c2ccc(Cl)cc2)CC1 | -3 | -5 | 3 | -1 | 0.0
17 | Cc1cc(C)c2[nH]c(=O)c(CN(Cc3ccco3)C(=S)NCC3CCCO3)cc2c1 (stereo not drawn) | 9 | -15 | -3 | 6 | 0.2
18 | COc1ccc(C(=O)NC2CCN(CC(=O)NCc3cccc(OC)c3)CC2)cc1 | 2 | 3 | 1 | 4 | -2.2
19 | C=CCc1cc(C)ccc1OCCOCCN1CCN(C)CC1 | -3 | -3 | 3 | 19 | -1.3
20 | c1ccc(CCn2nnnc2C(c2cccs2)N2CCN(Cc3ccc4c(c3)OCO4)CC2)cc1 (stereo not drawn) | -2 | -14 | -1 | -2 | 0.8

no. | NR1D1 modulator | rCAG RNA binder | TCR CD3 inh | MBD2 DNA inh | UHRF1 MBD2 ctr
11 | -2 | -2 | -1 | 2 | -3
12 | -5 | -6 | -1 | -3 | -1
13 | -5 | 3 | 2 | -4 | -1
14 | -3 | 4 | -1 | -6 | 2
15 | -6 | -1 | 2 | 7 | 4
16 | -2 | -4 | 4 | -5 | -4
17 | 6 | 7 | -1 | 1 | -1
18 | 1 | -2 | 0 | 0 | 2
19 | 2 | -5 | -7 | 3 | 1
20 | -2 | -10 | 6 | -3 | -2

# Carrying on.
no. | SMILES | PRMT1 FP inh | HTRA1 inh | LEDGF integ inh | ABHD4 inh | PG9 binder
21 | COc1ccc(-c2nc(CCl)cs2)cc1OC | 1 | -2 | 2 | 0 | -1.6
22 | Cc1cc(C)n(CC(=O)NC2CCCc3c2cnn3-c2ccccc2F)n1 (stereo not drawn) | 2 | 2 | -1 | 8 | -0.6
23 | CCN(CC(=O)NCCc1ccc(F)cc1)Cc1nc2ccccc2c(=O)[nH]1 | 1 | -5 | 0 | -1 | -1.5
24 | CC(C(=O)OCC(=O)Nc1ccc(S(=O)(=O)N2CCCCC2)cc1)N1C(=O)c2ccccc2C1=O (stereo not drawn) | -3 | 5 | 1 | -14 | -4.1
25 | Cc1ccc(CNC(=O)CCc2nnc3ccc(N4CCC5(CC4)OCCO5)nn23)cc1 | -2 | 3 | 1 | 2 | -0.1
26 | CCOc1cc(C(=O)OCC(=O)Nc2ncc(Cl)c(C)c2Cl)ccc1OCC(=O)N1CCOCC1 | -3 | 4 | 2 | 17 | 0.0
27 | CC(=O)N(CN1C(=O)CCC1=O)c1ccc(Cl)c(Cl)c1 | -2 | 6 | 1 | 3 | -1.8
28 | CCN(C1CCCCC1)S(=O)(=O)c1ccc(C(=O)O)cc1 | -4 | -1 | -2 | 4 | 0.0
29 | O=C(Nc1ccc(S(=O)(=O)N2CCOCC2)cc1)c1ccc(Cl)c([N+](=O)[O-])c1 | 2 | 2 | -2 | 7 | -2.0
30 | O=C(CSc1cccc[n+]1[O-])c1ccccc1Br | 0 | 0 | 0 | 1 | -2.4

no. | NR1D1 modulator | rCAG RNA binder | TCR CD3 inh | MBD2 DNA inh | UHRF1 MBD2 ctr
21 | 3 | 1 | 0 | -4 | 1
22 | 1 | -7 | 3 | 3 | 0
23 | 2 | -6 | -2 | 1 | 1
24 | 4 | 6 | 1 | -3 | -2
25 | 3 | -4 | 0 | -6 | -2
26 | 7 | 5 | 1 | -2 | 0
27 | 4 | 0 | -7 | -3 | 5
28 | -2 | -1 | 3 | 7 | 4
29 | 4 | 0 | -9 | -2 | 0
30 | 0 | 0 | 10 | 0 | 0

# (list continues)
no. | SMILES | PRMT1 FP inh | HTRA1 inh | LEDGF integ inh | ABHD4 inh | PG9 binder
31 | Cc1ccc(NC(=O)COC(=O)c2ccc(NC(=O)CC#N)cc2)cc1S(=O)(=O)N1CCOCC1 | 2 | -27 | -8 | -51 | 0.0
32 | CCOc1ccc(CCNC(=O)c2cccc(-n3cnnn3)c2)cc1OCC | 0 | -2 | -1 | -3 | 1.2
33 | C/C(Nc1ccc(C)cc1)=C(/C#N)C(N)=O | 2 | 0 | 0 | 3 | -1.2
34 | C[C@@H]1CN([C@@H](C)CO)C(=O)CCCn2nncc2CO[C@@H]1CN(C)C(=O)Nc1ccc(N2CCCCC2)cc1 | -1 | 0 | 1 | -3 | -0.2
35 | O=C(NCC1CCCO1)c1cc(-c2ccccc2)nc2ccc(Br)cc12 (stereo not drawn) | 1 | -10 | -1 | -2 | 15*
36 | COc1ccc(C(=O)Nc2ccc(N3CCN(C)CC3)cc2)cc1OC | -5 | 6 | 7 | -7 | -3.8
37 | CCOC(=O)c1c2n(c3ccc(OC(C)=O)cc13)CCC2 | -1 | -5 | 1 | 4 | -1.3
38 | CC(C)N1CC(C(=O)Nc2ccc(F)c(Cl)c2)CC1=O (stereo not drawn) | 5 | 1 | -5 | -2 | -0.5
39 | COC(=O)C(C)Oc1ccc(-c2nccc(-c3ccc(F)cc3)n2)cc1 (stereo not drawn) | -2 | -25 | 5 | -3 | -0.1
40 | O=C(O)c1ccccc1SCC(=O)N1c2ccccc2Sc2ccccc21 | 1 | 8 | 2 | -1 | -1.9

no. | NR1D1 modulator | rCAG RNA binder | TCR CD3 inh | MBD2 DNA inh | UHRF1 MBD2 ctr
31 | 5 | 21 | 10 | 3 | -1
32 | 1 | 1 | 2 | 0 | -2
33 | 0 | -2 | 0 | 5 | -1
34 | 6 | 0 | 1 | 1 | -5
35 | 33* | -3 | 5 | 3 | -2
36 | 0 | 0 | -9 | -3 | 2
37 | 2 | 1 | -1 | -1 | -1
38 | -6 | -4 | -1 | 0 | 1
39 | 1 | 1 | 2 | -4 | 1
40 | 2 | 29 | -17 | 0 | -2

# Further structures.
no. | SMILES | PRMT1 FP inh | HTRA1 inh | LEDGF integ inh | ABHD4 inh | PG9 binder
41 | CCCCNC(=S)NCc1ccc2[nH]c(C)cc2c1 | 1 | -1 | 0 | 0 | -1.4
42 | Cc1c(O)ccc2c(=O)c(-c3nncn3-c3ccccc3)coc12 | -4 | 2 | -10 | 5 | -1.2
43 | COc1ccc(CNC(=O)CCS(=O)(=O)c2ccc3c(c2)NC(=O)CS3)cc1 | 20 | 1 | -2 | -15 | -1.4
44 | Cc1nc2cc(CO)ccc2s1 | 2 | -1 | 2 | 0 | 0.9
45 | Cc1cc(C)cc(N(CC(=O)NCCSc2ccccn2)S(=O)(=O)c2ccccc2)c1 | -3 | -9 | -1 | -5 | -0.8
46 | Cc1cccc(C(=O)O)c1NC(=O)c1ccc(F)cc1 | -2 | -3 | 4 | 8 | -1.6
47 | CC1(C)CC(=O)C=C(N2CCCC2)C1 | -3 | 3 | -2 | -1 | 4.4
48 | C[C@H](CO)N1C[C@H](C)[C@H](CN(C)Cc2cccc(O)c2)OCc2ccccc2-c2c(n(C)c3ccccc23)C1=O | -2 | -30 | -4 | -6 | -0.1
49 | Cc1cc(C)n2nc(C(=O)Nc3cccc(S(=O)(=O)N4CCOCC4)c3)nc2n1 | -7 | 1 | -2 | 2 | -1.2
50 | CCCC(=O)Nc1nc(C(=O)OCC)cs1 | -3 | 1 | -1 | 3 | -0.9
51 | CC(C)Cn1c(N)c(C(=O)NCc2cccs2)c2nc3ccccc3nc21 | -2 | -79 | 24* | -2 | -2.4
52 | [N-]=[N+]=CC(=O)C(Cc1ccccc1)N1C(=O)c2ccccc2C1=O (stereo not drawn) | -2 | 4 | 1 | -2 | 1.9

no. | NR1D1 modulator | rCAG RNA binder | TCR CD3 inh | MBD2 DNA inh | UHRF1 MBD2 ctr
41 | -4 | 4 | -16 | 2 | -1
42 | 6 | 1 | 6 | 0 | 6
43 | 10 | 10 | -5 | 4 | 8
44 | 0 | 0 | 3 | -6 | 2
45 | 4 | -2 | 6 | -4 | 0
46 | 4 | 2 | 3 | -4 | 0
47 | -1 | -2 | -4 | -5 | -3
48 | -1 | 8 | 2 | 3 | -3
49 | 4 | 3 | 5 | -4 | -2
50 | -2 | -3 | 0 | -1 | -2
51 | -1 | 12 | 2 | 12 | 16
52 | 3 | -3 | 0 | -6 | -2
